Shn3 3UTR inh: reduction of Shn3 3'UTR firefly luciferase signal, primary screen, Schnurri-3 inhibitor project, cell-based, Clone20 osteoblasts, set 2 | Clone20 osteoblast Shn3 3'UTR firefly luciferase, 24 h | inhibition, % at 12.5 µM | 0.52% of 360,000 active;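 active means mean inhibition of at least 75% with every replicate also reaching 75%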;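 further: 0% = median of neutral control wells and 100% = pilot-screen positive control compound; some compounds past the cut are filed as inactive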
PDI inh: inhibitors of human PDI, primary screen, biochemical, turbidity, single point, plate reader | 0.052% of 350,000 active | PDI insulin aggregation turbidity, A650, 90 min | inhibition, % at 10 µM | Protein disulfide-isomerase (Homo sapiens), P07237;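 active means mean inhibition across replicates of 30% or more, whatever share of single replicates reach that level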;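 further: absorbance from insulin aggregation driven by PDI reduction with DTT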
MITF TRPM1 inh: inhibitors of MITF-dependent TRPM1 promoter reporter, primary screen, cell-based, SK-MEL-5, single point, luciferase; AID 488899, 2010; SK-MEL-5 TRPM1 promoter luciferase, 24 h; inhibition, % at 12.5 µM; 0.83% of 330,000 active;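 active means mean inhibition across replicates of 60% or more, whatever share of single replicates reaches that level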; further: values of inactives mirror those of a sister screen read the other way
Peg3 prom inh: Peg3 promoter-driven luciferase inhibitors, primary screen, cell-based, HeLa, luciferase luminescence; HeLa PEG-Prom luciferase reporter, overnight; inhibition, % at 20 µM; 1.7% of 360,000 active; AID 588405, 2011;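 active means inhibition of at least 50% at 20 µM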
iPSC survival up: enhancers of single-cell hiPSC survival, primary screen, ATPlite luminescence; 100% = ROCK inhibitor wells, 0% = DMSO; survival enhancement, % at 20 µM; 0.044% of 360,000 active; in the data active means survival enhancement above about 18%;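 further: cells exposed to compounds for 16 hours before the ATP read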
HIF-2a block: HIF-2a reporter inhibitors, primary screen, luminescence, 786-0 RCC cells; 786-0 RCC cells HIF-2a reporter, luciferase luminescence, overnight; 0.72% of 360,000 active; inhibition, % at 18.8 µM;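 active means inhibition of the luminescence signal of 40% or more relative to plate controls, in a single-dose primary screen at 18.75 µM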
m5-HT2A agonist: mouse Htr2a agonists via beta-arrestin recruitment, primary screen, cell-based, luminescence; 5-hydroxytryptamine receptor 2A (Mus musculus), P35363; CHO-K1 mHTR2A beta-arrestin complementation; percent of 30 µM serotonin response; activation, % at 7.6 µM; 0.66% of 360,000 active;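 active means activation above a run cutoff, the mean activation of all tested compounds plus 3 SD, cut at about 14% in these data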;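 further: 0% = plate median of compound wells and 100% = 30 µM serotonin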
Target sequence (P35363 whole entry, looked up): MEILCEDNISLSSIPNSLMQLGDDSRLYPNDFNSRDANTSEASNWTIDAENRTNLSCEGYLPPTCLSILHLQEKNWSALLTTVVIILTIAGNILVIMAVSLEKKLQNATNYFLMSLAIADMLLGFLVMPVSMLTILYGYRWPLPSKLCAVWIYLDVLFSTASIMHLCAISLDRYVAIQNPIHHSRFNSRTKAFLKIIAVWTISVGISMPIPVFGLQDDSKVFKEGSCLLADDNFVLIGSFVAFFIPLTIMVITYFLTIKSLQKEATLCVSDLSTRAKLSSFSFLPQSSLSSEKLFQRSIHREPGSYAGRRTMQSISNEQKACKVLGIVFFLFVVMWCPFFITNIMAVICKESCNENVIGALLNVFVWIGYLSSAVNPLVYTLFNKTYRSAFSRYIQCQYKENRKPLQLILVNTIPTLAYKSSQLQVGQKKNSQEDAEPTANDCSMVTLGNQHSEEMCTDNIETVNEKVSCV
NR2E3 ag-1: inhibitors of NR2E3-RetCOR corepressor binding, primary screen, NR2E3 agonist project, biochemical, TR-FRET, GST-NR2E3, biotin-RetCOR | 0.12% of 320,000 active | 1536-well | AID 2300, 2010 | Photoreceptor-specific nuclear receptor (Homo sapiens), Q9Y5X4 | inhibition of corepressor binding, % at 4.78 µM;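 active means percent inhibition above the cutoff of mean plus 3 SD of all tested compounds, set per screening campaign, cut at about 20% in these data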;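 further: 0% = DMSO wells and 100% = biotin wells as full block of FRET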
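Assay system: NR2E3–RetCOR corepressor complex. Quantity: 1.35 nM GST-NR2E3. Buffer or medium: pH 7.5 Tris-based buffer. Reagent: biotinylated RetCOR corepressor at 7 nM final. Schedule: 5 h at 4 °C. Detection: TR-FRET, emission read at 617 and 671 nm. Replicates: one well per compound, singlicate testing.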
H9c2 protect: cardioprotection against H2O2-induced cell death, primary screen, uHTS, H9c2 cells, ATPLite luminescence | 0.63% of 360,000 active | AID 588492, 2011 | protection from H2O2 cell death, % at 20 µM | H9c2 cardiomyocytes, H2O2 injury protection, 2 h;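 active means compounds giving at least 50% protection of heart cells from peroxide-induced death in the single-dose screen, raw or plate-pattern-corrected value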;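 further: 0% = DMSO wells with peroxide and 100% = DMSO wells without peroxide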
NR2E3 ag-2: NR2E3 agonists in two-hybrid cells, primary screen, cell-based, luminescence, CHO-S, Gal4-NCOR/VP16-NR2E3. 0.35% of 360,000 active. inhibition of corepressor binding, % at 3.98 µM. Photoreceptor-specific nuclear receptor (Homo sapiens), Q9Y5X4. luciferase. AID 602229, 2012;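 active means inhibition above the mean of all tested compounds plus 3 SD, cut at about 70% in these data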;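 further: 0% = DMSO with NR2E3 transfected cells and 100% = cells lacking NR2E3 construct; higher means lower luciferase signal from less NR2E3 corepressor binding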
CaV13 ICDI inh: Disruptors of the CACNA1D IQ motif to Ca2+-dependent inactivation inhibitor domain association, primary screening, Förster resonance energy transfer in intact living … | HEK cells, CFP/YFP FRET ICDI-IQ, plate reader, 10 min; percent FRET-ratio fall versus neutral wells | inhibition, % at 12.3 µM | 0.098% of 340,000 active;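 active means mean replicate inhibition of at least 30% and at least 1% of replicates passing that level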;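 further: 0% = median of the neutral control wells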
Numbers without * were called inactive; nt = not tested or not shown. The order is random; 3.9% or so of the library scored in one or more.

Every second line gives: Shn3 3UTR inh	PDI inh	MITF TRPM1 inh	Peg3 prom inh	iPSC survival up	HIF-2a block	m5-HT2A agonist	NR2E3 ag-1	H9c2 protect	NR2E3 ag-2	CaV13 ICDI inh
COC(=O)C1=C(C)NC2=C(C(=O)c3ccccc32)C1c1ccc(-c2ccc(C(=O)O)cc2)o1 (configuration not stated)
 : 22	1	5	19	0.1	-96	12	3	61*	-14	nt
CCn1cc(S(=O)(=O)CC(=O)Nc2ccc3c(c2)OCO3)c2ccccc21
 : -29	nt	nt	4	1.9	-6	-2	0	-1	-3	-7
CCOc1cc(N2CCOCC2)c(OCC)cc1NC(=O)c1cccc(S(=O)(=O)N2CC(C)OC(C)C2)c1 (configuration not stated)
 : 8	3	nt	13	2.1	18	0	nt	0	-16	-13
CCCN(CCC)CCNC(=O)C1CCCN(S(=O)(=O)c2ccc3c(c2)oc(=O)n3C)C1 (configuration not stated)
 : 9	1	-4	1	3.5	2	2	0	-4	0	-7
CCN(CC)S(=O)(=O)c1ccc2[nH]c(=O)cc(C(=O)Nc3cccc(C(C)=O)c3)c2c1
 : -5	2	-1	10	-0.6	3	2	-2	20	-26	-5
COc1cccc(OCc2cc(C(=O)N(C)CCOc3ccc(C)cc3)no2)c1
 : -38	10	-31	-276	0.4	-177	-12	4	-8	-72	-7
CCNC(=O)CC1SC(=Nc2ccc(C)cc2)N(CC)C1=O (configuration not stated)
 : 4	-5	16	-3	2.8	16	7	5	6	7	-4
CCCn1c(SCC(=O)Nc2ccc(Cl)cc2F)nc(O)cc1=O
 : 16	-8	nt	6	-0.3	14	0	nt	-4	-4	-5
COc1cccc(N(C(=O)Cn2nnc(-c3ccc(C)o3)n2)C(C(=O)NC2CCCC2)c2ccncc2)c1 (configuration not stated)
 : 4	-23	6	8	0.0	3	-4	3	-2	-15	-4
Cc1nnc(SCC(=O)Nc2cc(Cl)ccc2Cl)n1CC1CCCO1 (configuration not stated)
 : -3	1	-3	9	-0.3	10	17*	3	4	-1	-3
COC(=O)C1=C(C)N(Cc2ccccc2)C(=NCC(C)C)N[C@H]1c1cccc(C(F)(F)F)c1
 : 7	0	96*	103*	-2.4	-9	-10	nt	-11	-14	nt
O=C(c1ccccc1Cl)N1CCC(n2cccc2)CC1
 : 16	-2	-10	8	-0.4	22	2	0	2	-2	-14
COCCn1c(SCC(=O)Nc2ccccc2OC)nc2ccccc2c1=O
 : 17	-16	0	21	0.1	26	3	3	15	-47	-23
CCc1c(O)cc2n(c1=O)-c1ccc(Cl)cc1C2(C)C
 : 12	4	-7	11	-2.6	3	0	-4	5	5	nt
O=C(NCc1ccncc1)c1cccc(Cn2cc(Br)cn2)c1
 : 15	4	0	17	-1.9	16	-8	0	-6	9	-1
CCS(=O)(=O)N1CCC(C(=O)NCCc2ccc(C)cc2)CC1
 : 7	-2	-48	-23	-0.3	1	1	1	-2	5	-7
NC(Cc1c[nH]c2ccc(OCc3ccccc3)cc12)C(=O)O (configuration not stated)
 : -4	0	0	-1	0.2	-8	-5	-1	-2	-16	-21
Cc1cccc(OCCCC(=O)O)c1
 : 17	-1	6	0	4.1	17	-3	4	1	-12	-6
CN1CCN(/C(=N\O)c2nonc2N)CC1
 : 11	-4	2	5	1.9	12	0	-1	1	12	-3
CCN(CC)S(=O)(=O)c1cc(NS(=O)(=O)c2ccc(Cl)c(C(=O)O)c2)ccc1C
 : nt	8	-11	12	0.8	12	2	2	0	-1	-4
CCOC(=O)c1sc2nc(CC(=O)OC)nc(NCc3ccco3)c2c1C
 : 1	14	-16	-12	0.0	-1	3	nt	8	-7	nt
COC(=O)c1c(-c2ccccc2)csc1NC(=O)C1CC=CCC1C(=O)O (configuration not stated)
 : -46	-8	-3	-10	0.1	-20	0	5	5	-65	9
O=C1CCCC(c2ccccc2)N1 (configuration not stated)
 : 13	-9	9	5	0.6	6	4	-1	0	-11	-5
Cc1cccc(N(CC(=O)NC2CCCC2)C(=O)CNC(=O)c2ccco2)c1C
 : 12	13	7	10	0.9	12	-6	2	-2	-8	-4
CCOc1ccc(CCN2C(=S)N([C@@H](Cc3ccc(O)cc3)CN3CCC[C@@H]3CN3C(=S)NC[C@@H]3Cc3ccc(O)cc3)C[C@@H]2Cc2ccc(O)cc2)cc1
 : nt	nt	nt	nt	-0.5	-7	-3	nt	nt	-16	-3
CCOC(=O)C1CCCN(CC(=O)Nc2cc(C)cc(C)c2)C1 (configuration not stated)
 : -1	4	-1	7	1.0	11	-6	-4	-1	-14	-2
CCOC(=O)c1ccc(NC(=O)CN2C(=O)C3C4C=CC(C4)C3C2=O)cc1 (configuration not stated)
 : 11	6	0	-4	-0.6	1	-6	-1	-10	-11	-5
CCn1c(CNC(=O)c2ccccc2F)nnc1SCC(=O)NC1CCCCC1C (configuration not stated)
 : 5	-9	9	3	0.0	11	-2	-2	2	-1	2
COc1ccc(C(=O)COC(=O)CSCc2c(C)noc2C)cc1OC
 : -18	0	6	41	2.1	11	0	-1	-2	17	-8
COc1ccc(N2CCN(C(=O)Cc3ccc(S(=O)(=O)N4CCOCC4)s3)CC2)cc1
 : -4	1	1	7	2.7	1	5	7	4	-7	-3
O=C(NCC1CCCO1)C1CCCN(S(=O)(=O)c2cccc(C(F)(F)F)c2)C1 (configuration not stated)
 : 0	-7	-4	11	0.0	3	-1	11	-5	14	-6
CCCCN=C(NNc1ccc(Br)cc1)C(=O)OCC
 : -2	-3	4	8	-0.9	7	-2	-3	-5	29	nt
CCN(CCCNC(=O)Cn1ncc2c([nH]c3ccc(C)cc32)c1=O)Cc1ccccc1
 : 5	-4	-7	7	-0.6	2	-3	-2	9	1	-14
C=CCN(CC=C)c1nc2ccccc2nc1C(C#N)C(=O)OC(C)C (configuration not stated)
 : -3	2	20	1	-2.1	3	-5	0	0	-26	-8
OCCC1CN(Cc2ccccc2OC2CCCC2)CCN1Cc1ccsc1 (configuration not stated)
 : 0	-11	-7	11	-3.7	7	-5	4	4	3	-5
Nc1ccc2c(c1)Cc1c(F)cccc1-2
 : -34	4	-68	-328	1.2	-207	-4	nt	-8	-40	nt
O=C(c1ccc(N2CCCC2=O)cc1)N1CCN(c2ccccc2)CC1
 : -19	-13	-5	-5	2.0	-14	3	0	12	-23	-4
Cc1cccc(OCc2n[nH]c(=S)o2)c1
 : -7	-2	-6	14	-0.5	3	6	-3	5	-18	-6
Fc1ccc(CSc2nnc(-c3cccs3)o2)cc1
 : -64	-1	-60	-216	2.9	-220	-2	1	-3	-76	-11
Cc1ccc(OCC(=O)Nc2ccc(C(N)=O)cc2)cc1
 : 10	-3	-6	-36	0.0	-9	4	4	-7	-6	-18

Screening results from PubChem.
